Assay outcomes: PubChem, Fisher Drug Discovery Resource Center
mcGAS RapidFire – inhibitors of Mus musculus cyclic GMP-AMP synthase, initial high-throughput assay, cell-free, RapidFire MS; inhibition, % at 12.5 µM; Q8C6L5; actives 0.18% (n = 130,000); recombinant mouse cGAS, cGAMP by RapidFire MS; AID 1259397, 2018;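 active = inhibition of cGAS enzyme activity at or above 60%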;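 also: enzyme stimulated by 45 bp dsDNA with ATP and GTP substrates; cGAMP share of summed cGAMP plus half ATP and half GTP signals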
Target sequence (Q8C6L5 whole entry, looked up): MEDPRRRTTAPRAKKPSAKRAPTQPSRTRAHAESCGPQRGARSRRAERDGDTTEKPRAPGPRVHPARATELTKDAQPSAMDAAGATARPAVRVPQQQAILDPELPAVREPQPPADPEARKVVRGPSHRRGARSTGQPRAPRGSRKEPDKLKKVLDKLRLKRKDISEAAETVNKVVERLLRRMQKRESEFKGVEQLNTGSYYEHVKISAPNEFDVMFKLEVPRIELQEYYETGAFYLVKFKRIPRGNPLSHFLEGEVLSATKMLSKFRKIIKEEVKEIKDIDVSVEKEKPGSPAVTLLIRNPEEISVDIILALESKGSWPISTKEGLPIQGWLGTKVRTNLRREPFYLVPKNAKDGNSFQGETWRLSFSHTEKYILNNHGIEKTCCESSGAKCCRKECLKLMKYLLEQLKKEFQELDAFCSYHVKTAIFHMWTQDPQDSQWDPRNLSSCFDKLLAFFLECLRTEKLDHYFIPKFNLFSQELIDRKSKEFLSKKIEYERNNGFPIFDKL
The depositor's hits bear a star; & = joins results of further samples. This is a subset; rates above refer to the full screens.

SMILES | mcGAS RapidFire
Cc1nc2ccc(C(=O)Nc3ccc(Cl)cc3F)cc2nc1C | 9.1
CCOC(=O)c1nnc(-c2ccccc2)nc1C(=O)OCC | 0.2
CN(Cc1ccccc1)CC(C)(C)NC(=O)/C=C/c1cccs1 | -23.6
COc1ccc(CN2CCNC(=O)C2CC(=O)NCC(C)(C)CO)c(F)c1 (configuration not stated) | -1.9
CCOc1nn(CC)cc1-c1n[nH]c(=S)n1CCOC | -1.2
CN(C)c1ccc(C(=O)NC2CCN(C(=O)c3ccncc3)C2)cc1 (configuration not stated) | 7.9
N#C/C(=C\N1CCN(c2ccccc2)CC1)C(=O)NCc1ccccc1 | -7.6
CCCCNC(=O)C1(C)CCCCCN1Cc1cc2ccccc2o1 (configuration not stated) | -8.8
CC(Cc1cccs1)Nc1nc2nonc2nc1N1CCOCC1 (configuration not stated) | -1.1
CC(NCc1nc2ccccc2c(=O)n1CC(N)=O)c1ccc2c(c1)OCCO2 (configuration not stated) | -4.1
CC(C)c1ccc(-n2ccc3nc(N4CCCC4)ncc3c2=O)cc1 | -10.3
Cn1c(SCCCn2c(=O)[nH]c3ccccc32)nnc1-c1ccccc1 | -3.0
COC(=O)[C@@H](NC(=O)c1ccc2nc(C3CC3)oc2c1)c1ccccc1 | -6.6
CC1=C(C(=O)N2CCC(CCC(=O)Nc3ccc4c(c3)OCCO4)CC2)OCCO1 | -16.5
COc1cc2c(cc1OC)CN(C1CCCN(C3CCN(C(C)C)CC3)C1)CC2 (configuration not stated) | -3.3
COc1ccc(NC(=O)N2CCCCC2c2cccc(F)c2)cc1 (configuration not stated) | -10.3
COC(=O)c1sc2[nH]c(=S)n(CCN3CCCC3)c(=O)c2c1C | -6.5
O=C(Nc1cc(F)cc(F)c1)C1CCCCN1C(=O)c1ccnc(C2CC2)n1 (configuration not stated) | 7.1
CNC(=O)C1Cc2ccccc2CN1S(=O)(=O)N1CCCCCC1 (configuration not stated) | -6.2
CCOC(=O)C1(C)CCCN1C(=O)c1ccc(C(C)(C)C)cc1 (configuration not stated) | 2.8
CC(c1ccccc1)N(CCS(C)(=O)=O)CC1CCC1 (configuration not stated) | -1.6
COCCN(Cc1ccco1)Cc1ncc(Cl)n1C | 1.9
Cc1nn(C)c(Cl)c1S(=O)(=O)N[C@@H]1C[C@@H](CO)N(C)C1 | -17.4
CCc1noc(C)c1C(=O)Nc1ccc(Br)cc1Cl | -7.0
COc1ccccc1N1CCN(Cc2nc(N)nc(N3CCCc4ccccc43)n2)CC1 | -9.7
Cn1ccnc1SCC(=O)N1N=C2c3ccccc3CCC2C1c1ccc(F)cc1 (configuration not stated) | -5.9
COC(=O)C1CCCCN1Cc1cccc(C(=O)NCc2ccco2)c1 (configuration not stated) | -16.5
CC1(c2ccc(C#N)cc2)NC(=O)N(Cc2nc3ccccc3s2)C1=O (configuration not stated) | -24.1
O=S(=O)(Nc1ccc(F)c(Cl)c1)c1ccc(Cl)s1 | 6.9
Cc1nc(CNCC(C)c2nc3ccccc3o2)cs1 (configuration not stated) | -12.6
CC(=O)Nn1ccc2c(cnc3ccnn32)c1=O | -10.9
O=C(O)c1cccc(CC2CCN(C(=O)c3cnn4ccccc34)C2)c1 (configuration not stated) | -14.5
Cc1ccc(S(=O)(=O)NC(=O)C2(C)CCN2C(=O)Cc2ccc(Cl)cc2Cl)cc1 (configuration not stated) | -3.9
Cc1ccsc1[C@@H]1CCN(C(=O)CCc2n[nH]c(C)c2C)C[C@H]1O | -17.6
COc1ccc(-c2nnc(SCC(=O)NC(C)C)n2C(C)C)cc1 | -7.2
Cc1c(C(=O)NCC(C)C)sc(=O)n1Cc1ccc(C(=O)N(C)C)cc1 | -3.5
Cc1cccc(OCC(=O)NCc2cnc3c(C)cccn23)c1C | -15.0
Cn1c(NCCc2ccncc2)nc2cc(-c3ccsc3)sc2c1=O | 7.1
Cc1ccc(-c2nc(C)c(C(=O)NCCc3nc(C)no3)s2)c(C)c1 | -8.5
CC1CCN(c2ncnc3sc4c(c23)CCCC4)CC1 | -14.5

A second format for some results above.
> CC(NCc1nc2ccccc2c(=O)n1CC(N)=O)c1ccc2c(c1)OCCO2 (configuration not stated)
  mcGAS RapidFire = -4.1

> COC(=O)C1CCCCN1Cc1cccc(C(=O)NCc2ccco2)c1 (configuration not stated)
  mcGAS RapidFire = -16.5

> CC1(c2ccc(C#N)cc2)NC(=O)N(Cc2nc3ccccc3s2)C1=O (configuration not stated)
  mcGAS RapidFire = -24.1

(cont.)
SMILES | mcGAS RapidFire
Fc1ccccc1CC1CCN(Cc2ccccn2)CC1 | -31.4
C/C(=C\Cn1cnc(C(N)=O)c1N)COC(C)(C)C | -9.1
COCCn1cc(NC(=O)Nc2ccc(C)cc2)c2ccccc21 | -7.8
COc1ccc(-c2noc(CSC)n2)c(OC)c1 | 6.0
C=CCN(Cc1cccnc1)Cc1ccnc2ccccc12 | -15.6
Cc1ccc(N(CC(=O)NCc2ccncc2)S(=O)(=O)c2ccc(F)cc2)cc1 | -4.3
Cc1nc(CNc2ccc(-c3nccn3C)nn2)nc2c1CCCC2 | -12.2
COC(=O)/C=C1\SC(=NC(=O)c2ccc(C)cc2)NC1=O | 0.2
CCOC(=O)c1sc(=NC(=O)c2ccccc2Br)n(C)c1C | 2.2
COC(=O)c1cc(C(=O)NCc2cccnc2Oc2ccccc2C)n(C)n1 | -15.0
Cc1c(O)cccc1C(=O)NCC1CCN(CCC(F)(F)F)CC1 | -23.7
COc1ccc(CN(C)C(=O)Nc2nc(C)n(C)n2)c2cccnc12 | 0.7
NS(=O)(=O)c1ccc(F)cc1F | -6.0
Cc1nn(CCOC(=O)C2CCC2)c2ncc(Br)cc12 | -43.1
CNC(=O)Cc1noc(CN2CCCC2c2cc(C)cc(C)c2)n1 (configuration not stated) | -6.1&-1.8
O=c1[nH]c(COc2ccc(Br)cc2Cl)nc2sccc12 | -1.6
O=C(NC1CCN(CC2CCCC2)C1)N1CCC[C@@H]1CO (some centres not stated) | -6.4
COc1cc2c(cc1NS(=O)(=O)c1ccccc1OC)oc1ccccc12 | -21.8
Cn1cc(C=O)c2nc3cc(C(F)(F)F)ccc3cc2c1=O | 0.7
Cc1nc(C)c(C(=O)N2CCC2c2ccc(F)cc2)s1 (configuration not stated) | -1.2
NS(=O)(=O)c1ccc(Nc2ccc(N3CCCCC3)nc2)c([N+](=O)[O-])c1 | -2.4
CNc1cncc(-c2cccc([N+](=O)[O-])c2)n1 | -0.6
Cn1ccnc1C(NS(=O)(=O)c1cccc(Cl)c1)c1ccccc1 (configuration not stated) | -2.8
O=C(Cc1ccc2c(c1)CCC2)NCc1cnn(-c2ccc(F)cc2F)c1 | 1.1
NC(=O)C1CC(O)CN1C(=S)Nc1ccc(Cl)cc1Cl (configuration not stated) | -1.3
CN1CC2([N+](=O)[O-])C=C(Oc3ccccc3)CC([N+](=O)[O-])(C1)C2 (configuration not stated) | -18.7
O=S1(=O)c2cccc3cccc(c23)N1Cc1cccc2ccccc12 | -11.2
O=C(/C=C/c1ccccc1)Nc1ccc2c(c1)N(C(=O)c1ccccc1)CCC2 | -5.3
O=S1(=O)CCCC(CN2CC(c3cccnc3)C2)C1 (configuration not stated) | -34.1
O=C1OCCC1Sc1nc2ccc(Cl)cc2c(=O)n1-c1ccc(F)cc1F (configuration not stated) | 19.3
CCC1CN(C(=O)c2ccc3[nH]c(=O)[nH]c3c2)CCC(=O)N1Cc1ccccc1 (configuration not stated) | -15.9
Cc1nonc1CC(=O)NC(C)c1cnn(-c2cccc3ccccc23)c1C (configuration not stated) | -0.2&0.7
Cc1nn2cc(-c3ccccc3)cc2c2c(C)n(C)c(C)c12 | 7.3
O=S(=O)(NCc1cccc(N2CC=CC2)c1)c1cncc(F)c1 | -4.9
COc1ccccc1CCN1CC(=O)C(c2nc(C(C)(C)C)cs2)C1=N (configuration not stated) | -7.1
O=C(Nc1ccc(N2CCOCC2)nc1)c1csc(-c2cccs2)n1 | -12.2
Cc1ccc2c(c1)c(=O)[nH]c1c(-c3nc4ccccc4s3)c(O)cn12 | -6.1
CCNC(=O)C1(C)CCCN(CCOc2ccc(OC)cc2)C1 (configuration not stated) | -3.8
Cc1noc(CNc2ccc3c(c2)N(C(=O)C(C)(C)C)CCO3)n1 | -13.5
Cc1nc(CNCc2cccc(OCC3CCCCC3)c2)n[nH]1 | -7.1
O[C@@H]1CN(Cc2ccc3c(c2)OCO3)CC[C@H]1c1ccc2c(c1)OCO2 | -29.8
COc1cccc(-n2c(CCCO)nc3ccccc32)n1 | 0.5
CC(c1ccc2ccccc2c1)N(C(=O)CSCC#N)C1CC1 (configuration not stated) | -0.4
Cc1ccnc(NC(=O)c2csc(-c3cc4ccccc4n3C)n2)c1 | -2.9
CCCCc1ccc(-c2nc(C=Nc3ccc(I)cc3)c(O)o2)cc1 | -2.4
CC(=O)c1ccc(S(=O)(=O)NCCC(=O)Nc2ccc3c(c2)CCC3)cc1 | 10.2
O=C(N1CCC(c2[nH]ncc2-c2ccccc2)CC1)C1(Cn2cccn2)CC1 | -6.0
N#CC1(c2nc(COC3CCOCC3)no2)CCCCC1 | -6.7
Cc1[nH]c2ccccc2c1SCC(=O)N1CCCCC1 | -6.4
Cc1ccccc1CN1CCN(c2ccc(-c3ccccc3)cc2)C(=O)C1C (configuration not stated) | -9.6

(cont.)
SMILES | mcGAS RapidFire
CC(C)CN1CC(C(=O)N(C)CCc2cn[nH]c2)CC1=O (configuration not stated) | -17.5
Cn1nnc2c(=O)n(CC(=O)N3CCc4ccccc43)cnc21 | -0.7
CC(=O)Nc1ccc(NC(=O)C(C)Oc2ccc(F)cc2)cc1 (configuration not stated) | -8.6
COCCn1ccc2nc3ccn(Cc4ccccc4)c(=O)c3cc2c1=O | -2.4
OC1(c2ccc3ccccc3c2)CCN(Cc2ccccc2)C1 (configuration not stated) | -10.2
C=CCN1CC(c2nc3ccccc3n2CCOc2ccc(C)cc2)CC1=O (configuration not stated) | -1.3
O=c1c(Sc2ccccc2)c(O)nc(-c2ccccc2)n1-c1ccccc1 | 6.0
Cc1ccc(-c2nc3n(c2CNC(=O)c2ccc(F)c(F)c2)CCS3)cc1 | -6.6
Oc1ccc(/C=C(/Cl)c2ncc(-c3ccc(F)cc3)o2)cc1 | 0.8
CC(C)NC(=O)CN(C)Cc1nc2cc(F)ccc2o1 | 1.1
O=C(O)c1cc(-c2ccccc2Cl)n[nH]1 | 6.1
O=C(C(c1ccccc1)C1CCCCC1)N1CCCC1c1nnc2c(C(F)(F)F)cccn12 (configuration not stated) | -0.1
NC(=O)c1cccc(CSCc2nnc(Cc3ccccc3)o2)c1 | -25.1
O=C(O)c1ccc(N2CCSCC2)c(NS(=O)(=O)c2ccc3c(c2)OCCO3)c1 | 1.6
CCc1nnc(NC(=O)c2cc(Br)ccc2O)s1 | 7.7
Cc1ccc(CN2CCN(c3nccc(N4CCC(O)CC4)n3)CC2=O)cc1 | -10.4
COc1cccc(F)c1-c1cc(C(=O)N2CCCC2)ccn1 | -20.8
O=C1CNC(=S)N1c1ccc2c(c1)nc1n2CCCCC1 | -4.7
Cc1ccnc(CC(C)N(C)C(=O)c2csc(C)n2)c1 (configuration not stated) | -5.7
O=C(O)c1ccc(S(=O)(=O)N2CCCc3ccc(F)cc32)cc1 | -3.8
CN(Cc1ccc(Br)s1)C(=O)c1ccc(=O)[nH]n1 | -13.4&11.4
CC(=O)c1cccc(CN2CCCC(CCC(=O)Nc3ccccc3F)C2)c1 (configuration not stated) | -5.6
Cc1ccc2nc(NC(=O)CCn3c(C)csc3=O)sc2c1 | -16.5
CCCCN=C1NC(=O)NC(=O)C1(CC)CC | 0.5
CC(=O)c1c(C)[nH]c(C(=O)CSc2nc(C)c(C)c(C)c2C(N)=O)c1C | -2.4
Cc1ccc(C)c(-n2nc(-c3cccs3)cc2C(=O)O)c1 | -3.0
NC(N)=NC(N)=NCCc1ccccc1 | 2.1
CC(C(=O)NCC(F)(F)F)N(C)CC1CCN(CCO)CC1 (configuration not stated) | -8.1
CCNC(=O)C1(C)CCCN1Cc1ccc(-c2ccccc2)cc1 (configuration not stated) | -6.9
Cc1ccc(C2=NCCCS2)cc1 | -5.1
CC(C)CN(CCC(=O)O)c1nc(-c2ccco2)nc2ccccc12 | -2.8
N#CCc1ccc(OCCn2cc(Cl)c(=O)[nH]c2=O)cc1 | 1.4
O=C(NCCc1nc2ccccc2n1Cc1ccccc1)C1CCCCC1 | -8.9
CC12CCCCC13NC(Cl)=C(C#N)C2(C#N)C(=N)O3 (configuration not stated) | 0.7
O=C(NCc1cccs1)c1cc(=O)c(OCc2ccccc2)c[nH]1 | -1.1
COc1ccc(-c2csc(=Nc3ccccc3)n2C)cc1 | -18.3
CN=C1SC(CC(N)=O)C(=O)N1C (configuration not stated) | -4.4
Cc1noc(C)c1CSCC(=O)NC(C)c1ccc2ccccc2c1 (configuration not stated) | -7.4

In the list so far, these contain an NH in an aromatic ring:
SMILES | mcGAS RapidFire
CCOc1nn(CC)cc1-c1n[nH]c(=S)n1CCOC | -1.2
Cn1c(SCCCn2c(=O)[nH]c3ccccc32)nnc1-c1ccccc1 | -3.0
COC(=O)c1sc2[nH]c(=S)n(CCN3CCCC3)c(=O)c2c1C | -6.5
Cc1ccsc1[C@@H]1CCN(C(=O)CCc2n[nH]c(C)c2C)C[C@H]1O | -17.6
O=c1[nH]c(COc2ccc(Br)cc2Cl)nc2sccc12 | -1.6
CCC1CN(C(=O)c2ccc3[nH]c(=O)[nH]c3c2)CCC(=O)N1Cc1ccccc1 (configuration not stated) | -15.9
Cc1ccc2c(c1)c(=O)[nH]c1c(-c3nc4ccccc4s3)c(O)cn12 | -6.1
Cc1nc(CNCc2cccc(OCC3CCCCC3)c2)n[nH]1 | -7.1
O=C(N1CCC(c2[nH]ncc2-c2ccccc2)CC1)C1(Cn2cccn2)CC1 | -6.0
Cc1[nH]c2ccccc2c1SCC(=O)N1CCCCC1 | -6.4
CC(C)CN1CC(C(=O)N(C)CCc2cn[nH]c2)CC1=O (configuration not stated) | -17.5
O=C(O)c1cc(-c2ccccc2Cl)n[nH]1 | 6.1
CN(Cc1ccc(Br)s1)C(=O)c1ccc(=O)[nH]n1 | -13.4&11.4
CC(=O)c1c(C)[nH]c(C(=O)CSc2nc(C)c(C)c(C)c2C(N)=O)c1C | -2.4
N#CCc1ccc(OCCn2cc(Cl)c(=O)[nH]c2=O)cc1 | 1.4
O=C(NCc1cccs1)c1cc(=O)c(OCc2ccccc2)c[nH]1 | -1.1
